GPR55 LPI antagonism = inhibition of LPI-stimulated GPR55 beta-arrestin translocation – imaging, U2OS, beta-arrestin-GFP, LPI agonist, primary screen (AID 2013); U2OS GPR55 beta-arrestin-GFP translocation imaging, LPI antagonism; higher % means a stronger effect; inhibition, % at 10 µM; hits with a dose series show IC50 in µM; actives 0.13% (n = 290,000);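 active = spots per cell inhibited over 60%, with over 100 cells counted and total cytoplasm intensity under 500,000; inconclusive = wells with under 100 cells, flagged as likely toxic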;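 also: U2OS cells stably carrying GPR55 and arrestin-GFP stimulated by 5 µM LPI near EC80; imaged beta-arrestin-GFP aggregate spots per cell after agonist stimulation; plate controls were LPI-stimulated DMSO wells for no effect and DMSO wells without LPI for full effect; some results filed as inactive read as strong as hits; confirmed hits need IC50 under 10 µM and bright autofluorescent wells are also inconclusive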
K1F lysis inhibition = inhibition of K1F phage lysis, E. coli UTI89, bacterial capsule biogenesis inhibitors, alamar blue (AID 488966); E. coli UTI89 K1F phage lysis, alamar blue, 2 h; higher % means a stronger effect; inhibition, % at 100 µM, or IC50 in µM where a hit was titrated; actives 0.02% (n = 340,000);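 active = phage lysis inhibition, versus mean bacterial control, above a set limit; inconclusive = no clear call, values can overlap the other calls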;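 also: capsule biogenesis inhibitors block K1F phage lysis so surviving cells raise fluorescence; higher fluorescence means more inhibition of phage lysis; actives were called in the ten point dose series up to 300 µM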
GPR35 arrestin U2OS = GPR35 antagonists blocking zaprinast-driven arrestin recruitment, primary screen, imaging, U2OS, beta-arrestin-GFP, zaprinast agonist (AID 2058); U2OS GPR35 beta-arrestin-GFP translocation imaging, zaprinast antagonism; higher % means a stronger effect; actives 0.052% (n = 290,000); inhibition, % at 10 µM; hits with a dose series show IC50 in µM;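 active = inhibition of at least 50% with at least 30 cells and total cytoplasm GFP at most 10,000,000; inconclusive = under 30 cells or total GFP of 10,000,000 plus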
SV40 large T antigen = SV40 large T antigen inhibitors, biochemical (AID 1903); actives 0.39% (n = 310,000); SV40 large T antigen ATPase/helicase inhibition assay; higher % means a stronger effect; inhibition, % at 20 µM, or IC50 in µM where a hit was titrated; in the data active = a potency from the dose series; inconclusive = inhibition mostly from about 32% at the one dose, without a potency; inactive = the rest, 99 in 100 with inhibition below about 32%; also: strong numbers were not always called active
RSV CPE inhibition = inhibition of RSV-induced cytopathic effect – HEp-2 cells, primary 10 µM value included (AID 2391) | HEp-2 cells, RSV-induced CPE inhibition; higher % means a stronger effect | CPE inhibition, % at 10 µM, or IC50 in µM where a hit was titrated | actives 0.13% (n = 310,000); in the data active = a potency from the dose series; inconclusive = CPE inhibition mostly from about 23% at the one dose, without a potency; inactive = the rest, 99 in 100 with CPE inhibition below about 21%; also: strong numbers were not always called active
Dengue-2 NS5 capping = Dengue-2 NS5 methyltransferase inhibitors, primary screen, biochemical, confirmation dose response (AID 588689) | actives 0.3% (n = 340,000) | Dengue-2 NS5 methyltransferase capping enzyme assay, biochemical; higher % means a stronger effect | inhibition, % at 25 µM, or IC50 in µM where a hit was titrated; in the data active = a potency from the dose series; inconclusive = inhibition above about 29% without an active follow-up result
Salmonella PhoP GFP = PhoP-dependent GFP reporter repression – Salmonella Typhimurium, primary screen (AID 1863). actives 0.16% (n = 300,000). S. Typhimurium PhoP-regulated promoter GFP reporter, 4 h; higher % means a stronger effect. inhibition, % at 50 µM, or IC50 in µM where a hit was titrated;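 active = inhibition over 29.93%, a cutoff 3 SD above the screen mean, later confirmed by dose response; inconclusive = inhibition over 29.93% but no dose response follow-up; inactive = inhibition at most 29.93% or unconfirmed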;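 also: 0% = low Mg2+ inducing control and 100% = high Mg2+ repressing control; strong numbers were not always called active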
HIV peptide binding = inhibitors of HIV fusion peptide binding, primary screen, biochemical, uHTS, fluorescence dequenching (AID 1986); cell-free peptide binding, fluorescence dequenching, 30 min; higher % means a stronger effect; inhibition, % at 20 µM; hits with a dose series show IC50 in µM; actives 0.3% (n = 290,000); in the data active = inhibition mostly above about 52%, no sharp cut-off; inactive = mostly below about 76%; also: some results filed as inactive read as strong as hits
Rac1 GTP hydrolysis = MgcRacGAP GTPase-activating activity inhibitors, confirmation, biochemical, ADP Hunter fluorescence. MgcRacGAP-stimulated Rac1 GTP hydrolysis, ADP Hunter fluorescence; higher % means a stronger effect; GST-tagged Rac1 F28L mutant substrate. inhibition, % at 30 µM, or IC50 in µM where a hit was titrated. actives 0.6% (n = 340,000);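 active = first-screen hits whose inhibition reached a set limit at any dose in the follow-up dose series; inconclusive = inhibition above the set first-screen limit but never retested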;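 also: fluorescence reports GDP produced by GAP-driven GTP hydrolysis; strong numbers were not always called active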
Dengue-2 NS5 capping pilot replicate = recorded beside Dengue-2 NS5 capping, whose call it bears; inhibition, %; measured here: pilot screen replicate inhibition
* = called active by the depositor; ? = inconclusive; . = no result given; [ ] = dose if it differs, or a comment.

SMILES	GPR55 LPI antagonism	K1F lysis inhibition	GPR35 arrestin U2OS	SV40 large T antigen	RSV CPE inhibition	Dengue-2 NS5 capping	Salmonella PhoP GFP	HIV peptide binding	Rac1 GTP hydrolysis	others
O=C(NNS(=O)(=O)c1ccc(Cl)cc1)C1CCN(Cc2ccccc2)CC1	-9%	1.1%	8%	-1%	1.2%	-3%	8%	-3.1%	6%
CCN1CCN(C(c2cccs2)C(C)NC(=S)Nc2cc(C)ccc2C)CC1 (configuration not stated)	6%	2.1%[50 µM]	0%	6%	-0.4%	-1%	-9%	0.1%	10%
CCO[C@H]1OC(C(=O)N2CCN(C)CC2)=C[C@@H](C)[C@@H]1CCCO	-3%	-3.2%	-10%	1%	0.1%	12%	-6%	-0.4%	8%
COc1cccc(C(=O)N2CCN(Cc3ccccc3Br)CC2)c1	0%	0.4%	2%	3%	1.3%	.	-6%	0.0%	21%
CCN(CC(=O)NC1CCS(=O)(=O)C1)S(=O)(=O)c1cccc(C(C)=O)c1 (configuration not stated)	-5%	3.4%	-10%	-8%	1.3%	0%	-8%	-0.4%	-1%
CCOC(=O)COc1cccc2c(=O)n(CC(=O)NCCc3ccccc3)ccc12	14%	6.9%	-5%	3%	2.3%	-3%	2%	2.4%	10%
O=C(Cc1ccccc1)NCC(=O)N/N=C/c1cccs1	-3%	0.0%	10%	0%	0.7%	-10%	-8%	-0.6%	3%
O=C(Cc1nc2ccccc2[nH]1)NCc1ccco1	8%	0.1%	0%	8%	-0.3%	0%	3%	-1.1%	-2%
Nc1nc(CSc2n[nH]c(-c3ccccc3)n2)nc(Nc2ccccc2)n1	-13%	1.8%	5%	8%	4.3%	-10%	-9%	-0.9%	3%
Cc1cc(C(=O)CCC(=O)N2CCN(c3ccccc3O)CC2)c(C)s1	.	0.5%[50 µM]	.	.	1.0%	-12%	.	.	-1%
O=C(NCc1ccco1)/C(=C\c1ccco1)NC(=O)c1ccc(Br)o1	10%	0.1%[50 µM]	7%	?	-0.2%	4%	10%	26%	-11%
O=C(c1ccc(CS(=O)Cc2ccc(Cl)cc2)o1)N1CCN(c2ccc(F)cc2)CC1 (configuration not stated)	5%	-2.7%	1%	12%	?	-7%	-5%	-1.0%	-10%
CCN(CC)CCNC(=O)c1c(O)c2cc(OC)c(OC)cc2[nH]c1=O	2%	1.0%	-4%	21%	1.8%	2%	-10%	1.4%	13%
O=C(CC1C(=O)NCCN1C(=O)c1ccc([N+](=O)[O-])cc1)Nc1ccc(F)cc1 (configuration not stated)	6%	0.3%	10%	10%	2.8%	-4%	-3%	0.0%	8%
COCc1nnc(NC(=O)c2cccc(NC(=O)c3ccccc3)c2)s1	2%	-1.1%[50 µM]	-18%	4%	1.9%	-1%	-6%	2.6%	-1%
CCC(C(=O)NC1CC1)n1nc(C)c2c(C)n(-c3ccc(C)cc3)nc2c1=O (configuration not stated)	18%	1.2%	-30%	9%	14%	-2%	7%	-1.2%	-7%
COc1ccc(NC(=O)C(CC(C)C)NC(=O)C2CCCCC2)c(OC)c1 (configuration not stated)	-3%	-0.1%	15%	11%	-0.5%	-1%	-10%	1.5%	10%
Cc1ccc(S(=O)(=O)N2CCCCC2)cc1NC(=O)Cn1ccsc1=N	-13%	0.2%	5%	7%	-1.7%	1%	-4%	-0.3%	4%
CC(=O)N1c2ccc(S(=O)(=O)N3CCC(C(=O)Nc4ncccc4C)CC3)cc2CC1C (configuration not stated)	-5%	0.0%	-4%	9%	0.5%	-2%	5%	-0.3%	4%
CCOC(=O)c1cnc2ccc(C(=O)OC)cc2c1Nc1cccc(C(=O)O)c1	5%	0.4%	-3%	17%	9.0%	-5%	4%	-0.7%	9%
COC(=O)c1cccc(Nc2cc(C)nc(-c3ccccc3O)n2)c1	-6%	-0.2%	-6%	4%	15%	1%	21%	1.0%	0%
Cc1ccc(C(C)C)c(OCC(=O)NC(=S)Nc2ccccc2N2CCOCC2)c1	1%	0.0%	3%	11%	3.3%	3%	3%	3.5%	7%
COc1ccc(-c2nnc(SCC(=O)N3CCc4ccccc4C3)o2)cc1	3%	-0.7%	5%	0%	7.1%	-14%	17%	0.3%	11%
O=C(CSc1ccc(-c2cccs2)nn1)NCCc1ccccc1	-9%	0.5%	3%	7%	1.7%	1%	-5%	-2.0%	8%
COc1ccc(S(=O)(=O)N(C)CC(=O)NCCC2=CCCCC2)cc1	22%	0.5%	-29%	-1%	1.2%	-6%	-4%	-2.9%	4%
O=C(OCC(=O)N1CCc2ccccc2C1)c1cccc([N+](=O)[O-])c1	1%	0.4%	2%	1%	2.1%	2%	12%	-2.7%	5%
Cc1cccc(N2CCN(C(=O)c3ccc(Cl)c(S(=O)(=O)N4CCc5ccccc5C4)c3)CC2)c1C	5%	-0.3%	10%	9%	7.0%	-5%	-9%	1.8%	2%
COc1ccc(/C=N/Nc2nc(C)cc(-c3ccccc3)n2)cc1OC	9%	1.3%	-1%	9%	15%	-14%	0%	0.9%	11%
Cc1cccc(NC(=S)N/N=C2\CC(C)(C)Oc3ccc(O)cc32)c1	3%	0.0%	6%	4%	0.7%	-7%	-6%	-2.5%	7%
CCOC(=O)C(NC=O)(NC(C)(C)C)C(=O)OCC	3%	4.1%[50 µM]	5%	3%	1.8%	1%	1%	22%	0%
Cc1c(OCC(=O)NCc2ccncc2)ccc2c3c(c(=O)oc12)CCC3	6%	-0.2%	8%	16%	3.1%	-8%	-1%	0.0%	13%
CN(C)S(=O)(=O)c1cccc(COc2ncnc3c(Cl)cc(Cl)cc23)c1	0%	-0.9%	-7%	10%	?	-7%	-10%	-0.8%	13%
COc1ccc(NC(=O)CN2CCN(CC(=O)Nc3ccc4c(c3)OCO4)CC2)cc1	3%	2.2%	-2%	3%	0.9%	-4%	4%	-1.2%	5%
c1ccc(-c2ccccc2OCCOCCN2CCNCC2)cc1	0%	-0.2%	13%	5%	-3.0%	-9%	-4%	-0.7%	32%
CC(C)OP(=O)(c1ccc(N(C)C)cc1)C(O)c1ccccc1 (configuration not stated)	-6%	0.2%	-3%	8%	2.1%	-5%	-6%	-0.6%	5%	Dengue-2 NS5 capping pilot replicate=0.6
CCOC(=O)c1c(C)[nH]c(C(=O)OCC(=O)N(CC(C)C)c2c(N)n(Cc3ccccc3)c(=O)[nH]c2=O)c1C	.	0.5%[50 µM]	.	11%	1.1%	-27%	4%	.	5%
OC(COc1ccc2c(c1)OCO2)CN1CCN(c2ccc(F)cc2)CC1 (configuration not stated)	8%	0.3%	2%	4%	1.9%	-3%	-4%	1.2%	5%
Cc1ccc(OCCOc2ccc(Br)cc2/C=N\NC(N)=O)cc1	2%	1.5%	4%	1%	11%	.	8%	1.5%	3%
Cc1cccc(C)c1OCc1nnc(SCC(=O)Nc2nccs2)n1-c1ccccc1	-8%	0.6%	-10%	0%	0.7%	0%	-7%	0.4%	6%
CCOc1ccc(Br)cc1C(=O)N/N=C/c1c[nH]c2ccccc12	6%	0.3%	-9%	9%	2.1%	-1%	-2%	-0.6%	3%
COc1ccc(NS(=O)(=O)c2cccc3nonc23)c(OC)c1	15%	-0.2%	-10%	5%	2.8%	3%	-3%	-3.8%	7%
CC1(C)Cc2cccc(OCC(=O)Nc3cccnc3)c2O1	7%	0.9%	30%	16%	0.3%	-14%	4%	-0.4%	1%
O=C(O)c1ccccc1C(=O)Nc1cccc([N+](=O)[O-])c1	9%	0.0%	2%	4%	3.5%	-2%	-7%	1.0%	1%
CC(=O)Nc1ccc(NC(=O)C(C)OC(=O)C2(c3ccc(F)cc3)CCCC2)cc1 (configuration not stated)	3%	-0.3%	-3%	11%	4.3%	-10%	-10%	-2.6%	7%
COCCn1c(C)nc2oc3ccc(Br)cc3c(=O)c2c1=O	0%	-0.1%	5%	12%	1.1%	-9%	-5%	-1.5%	5%
Fc1ccccc1-c1nc(NCCCN2CCOCC2)c2ccccc2n1	12%	1.9%[50 µM]	-6%	5%	0.5%	-2%	-4%	-0.7%	7%
FC(F)Sc1ccc(NC(=S)NCc2ccccc2)cc1	-2%	0.4%	3%	5%	4.4%	-9%	-5%	-0.3%	12%
CCc1ccc(-n2nc3cc(C)c(N)cc3n2)cc1	-4%	0.6%	-26%	-3%	4.6%	2%	1%	1.5%	6%
COc1ccc(NC(=O)CSc2nnnn2-c2ccc(F)cc2)cc1	-5%	0.1%	-2%	-2%	1.6%	-3%	19%	0.3%	5%
CCN(CC)C(=O)CSc1nnc(CNc2ccc(F)cc2)n1Cc1ccco1	0%	3.4%	5%	12%	7.0%	-3%	4%	2.4%	10%
CCN(CC)C1CCN(c2nc3nonc3nc2NCCOC)C1 (configuration not stated)	-3%	0.1%	2%	3%	-1.6%	4%	5%	0.8%	3%
O=S(=O)(NCc1ccccn1)c1ccc(F)cc1	12%	1.1%	16%	-7%	3.1%	-3%	16%	-0.4%	8%
Cc1cc(C)c(S(C)(=O)=O)c(N(C)N)n1	10%	0.3%	-3%	7%	1.0%	-8%	-3%	-0.9%	3%
CC(Cl)C(=O)Nc1cc(C(F)(F)F)ccc1N1CCOCC1 (configuration not stated)	-8%	0.1%	0%	0%	1.5%	-4%	0%	0.7%	-1%
CC(OC(=O)c1cccc(S(=O)(=O)N2CCCCCC2)c1)C(=O)Nc1ccc(S(N)(=O)=O)cc1 (configuration not stated)	.	0.0%[50 µM]	.	13%	3.0%	-1%	-7%	.	4%
O=C(CN1CCCC1)Nc1cccc(Cl)c1Cl	0%	-1.0%	-6%	-1%	1.7%	7%	18%	-0.7%	12%

Rows are unselected; overall some 1.5% were active at least once.
